# TRPC4 inh – blocks the mouse TRPC4 cation channel | Q9QUQ5 | HEK293 TRPC4beta/mu-opioid, DAMGO-evoked Fluo4 calcium flux; stronger effect = lower value | B-score at 10 µM | actives 0.39% (n = 300,000);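 active means B-score over 3 SD under the library average, no early fluorescence shift, positive overall ratio signal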
#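 Assay system: Stable TRPC4beta/mu-opioid receptor HEK293 cells | Reagent: DAMGO in two steps, submaximal then maximal | Compound dosing: Single concentration per test compound | Signal: Fluo4 Ca2+ flux fluorescence | Evaluation: Per-well B score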
# hERG protect – hERG (human) protection from proarrhythmic block | Q12809 | CHO-hERG, FluxOR thallium flux, dofetilide IC70 present | activation (rescue from dofetilide block), less the hit threshold, % at 10 µM | actives 0.51% (n = 310,000) | AID 1511;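 active means activation above the mean of controls blocked by dofetilide plus 5 SD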;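 further: thallium influx through hERG after potassium depolarization seen as dye fluorescence rise; in these data hits start at about 4.7%; inactives centre near -7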
# DYRK1A inh – blocks rat Dyrk1A kinase activity | actives 0.43% (n = 310,000) | ADP-Glo luminescence, NFATc1 peptide | inhibition, % at 12.5 µM | Q63470; in the data active means inhibition above about 50%;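 further: plate controls were vehicle with enzyme for no effect and no enzyme for full effect; many of its hits are not listed in these tables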
# TRPC4 PAM – TRPC4 (mouse) allosteric potentiation | Q9QUQ5 | HEK293 TRPC4beta/mu-opioid, DAMGO EC20, Fluo-4 Ca2+ flux; stronger effect = higher value | B-score at 10 µM | actives 0.42% (n = 310,000) | AID 2227;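 active means B-score of calcium response area above 5 SD of library B-scores, with initial fluorescence ratio within 5 SD of library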;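 further: B-score of integrated fluorescence ratio over time as area under calcium response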
# KCNQ1 act – potentiators or activators of human KCNQ1 potassium channel. CHO-K1 KCNQ1, thallium flux FluxOR fluorescence; stronger effect = higher value. B-score at 10 µM. AID 2648. actives 0.35% (n = 310,000). P51787;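 active means fluorescence ratio B-score, a plate-corrected score, at least three library SD, with initial intensity B-score within 5 SD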
# Target sequence (P51787 whole entry, looked up): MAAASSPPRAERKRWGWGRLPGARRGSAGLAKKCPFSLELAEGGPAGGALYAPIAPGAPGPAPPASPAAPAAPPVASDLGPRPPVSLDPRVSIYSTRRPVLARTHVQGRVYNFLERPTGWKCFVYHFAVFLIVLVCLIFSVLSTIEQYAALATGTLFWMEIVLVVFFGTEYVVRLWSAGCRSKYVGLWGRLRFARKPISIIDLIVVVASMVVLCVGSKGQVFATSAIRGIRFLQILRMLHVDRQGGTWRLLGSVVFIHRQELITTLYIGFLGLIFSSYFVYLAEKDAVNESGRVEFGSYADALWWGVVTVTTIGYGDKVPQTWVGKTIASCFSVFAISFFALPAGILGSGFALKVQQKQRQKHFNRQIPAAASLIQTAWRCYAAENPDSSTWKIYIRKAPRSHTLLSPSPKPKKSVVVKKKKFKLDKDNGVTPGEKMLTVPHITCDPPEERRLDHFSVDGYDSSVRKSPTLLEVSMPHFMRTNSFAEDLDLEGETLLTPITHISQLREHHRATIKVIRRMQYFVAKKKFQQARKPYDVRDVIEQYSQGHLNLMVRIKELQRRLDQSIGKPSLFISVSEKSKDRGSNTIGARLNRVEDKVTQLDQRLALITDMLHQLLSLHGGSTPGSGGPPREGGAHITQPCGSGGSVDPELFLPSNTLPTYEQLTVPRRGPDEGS
#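 System: Stable KCNQ1 CHO-K1 line | Incubation: 90 min dye loading and 20 min compound exposure, both at room temperature | Measure: Ratio B score | Medium: Assay buffer for compound exposure, DMSO matched across wells | Compound dosing: Single-concentration screen | Probe or stimulus: K+/Tl+ depolarizing stimulus | Measured by: Kinetic FluxOR fluorescence, 10 s baseline plus 110 s post-stimulus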
# KCNK3 block – human KCNK3 channel inhibition, primary screen; CHO-KCNK3 thallium flux, FluxOR fluorescence; stronger effect = lower value; B-score at 10 µM; actives 0.84% (n = 340,000);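 active means B-score under library mean minus 4 SD, starting fluorescence ratio at most library mean plus 5 SD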;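 further: more negative B-score means stronger inhibition of thallium flux through KCNK3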
# Platelet DG rel – modulates dense granule release in human platelets; inhibition, %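 (compounds screened at 7.5 µM in platelet-rich plasma)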; actives 0.22% (n = 300,000); human platelet-rich plasma, SFLLRN dense granule ATP release, luminescence;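 active means mean replicate score, as percent of positive control, at or above 50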
# TRPC4 agonist – TRPC4 (mouse) channel activation. AID 2237. B-score at 10 µM. actives 0.49% (n = 310,000). HEK293 TRPC4beta/mu-opioid, Fluo4 calcium fluorescence; stronger effect = higher value. Q9QUQ5;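 active means B-score above 5 SD of library B-scores, and initial fluorescence ratio not above library mean plus 5 SD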;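 further: positive B-score marks a calcium rise read as TRPC4 activation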
#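 system = HEK293 cells stably co-expressing mouse TRPC4beta and mu-opioid receptor | schedule = Fluo4 dye loading 45 min at room temperature, 110 s recording | measure = B-scored integrated calcium fluorescence ratio | signal = Fluo4 calcium-sensitive dye fluorescence, kinetic, 1 Hz baseline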
# KCNQ1 inh – human KCNQ1 channel inhibition; P51787; B-score at 10 µM; AID 2642; CHO-K1 KCNQ1, FluxOR thallium flux fluorescence; stronger effect = higher value; actives 1.3% (n = 310,000);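 active means compounds whose thallium flux B-score, printed positive for inhibition, exceeds three library SD while starting fluorescence stays within three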;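 further: channel opened by potassium depolarization with thallium stimulus after 20 min compound exposure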
# PolyA inh – inhibitors of polyadenylation in S. cerevisiae. actives 0.02% (n = 300,000). calls only at 12 µM. S. cerevisiae SKY197-pL101 polyadenylation reporter, beta-gal luminescence; efflux-impaired pdr1/pdr3 knockout yeast; score 100 = 6 SD above DMSO;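 active means lowest replicate activity score at least 50, where 100 means six control SD above control mean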;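 further: yeast exposed to compound for 9 h at 30 °C; higher score means more reporter readthrough which indicates perturbed polyadenylation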
# KCNK9 block – blocks the human KCNK9 two-pore domain potassium channel. Q9NPC2. HEK293 KCNK9, FluxOR thallium flux fluorescence; stronger effect = lower value. B-score at 10 µM. actives 1.2% (n = 310,000). AID 488922;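 active means ratio B-score over 3 SD below the library mean, with starting fluorescence within 5 SD of its mean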;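 further: negative B-score means less thallium flux so channel inhibition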
# Target sequence (Q9NPC2 whole entry, looked up, the tested form may be a part): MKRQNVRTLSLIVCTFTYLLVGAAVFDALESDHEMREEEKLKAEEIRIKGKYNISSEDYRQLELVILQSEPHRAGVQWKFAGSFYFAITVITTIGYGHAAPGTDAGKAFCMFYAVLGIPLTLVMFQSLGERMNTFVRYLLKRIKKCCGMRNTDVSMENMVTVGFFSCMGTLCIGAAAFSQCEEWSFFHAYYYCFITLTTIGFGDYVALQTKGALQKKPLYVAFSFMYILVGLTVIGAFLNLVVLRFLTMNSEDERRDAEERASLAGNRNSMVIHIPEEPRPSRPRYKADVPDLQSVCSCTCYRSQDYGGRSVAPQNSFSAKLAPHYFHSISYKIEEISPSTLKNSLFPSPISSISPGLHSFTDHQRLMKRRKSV
# Starred values were filed as active, the others as inactive; i = inactive; . = no result given.
Compound,Platelet DG rel,hERG protect,KCNQ1 act,PolyA inh,KCNK9 block,TRPC4 inh,KCNQ1 inh,TRPC4 PAM,KCNK3 block,TRPC4 agonist,DYRK1A inh
Cc1ccc(C(=O)NC2CCS(=O)(=O)C2)cc1S(=O)(=O)N1CCCCCC1 (centres undefined),-1,-8,i,i,i,i,i,i,i,i,-1
CCCN1Cc2cccc(C(=O)NCc3ccccc3OC)c2C1=O,-14,-10,i,i,i,i,i,i,i,i,-4
CC(C)n1cc(/C=C2/NC(=O)NC2=O)c2ccccc21,-3,-5,i,i,i,i,i,i,i,i,-1
CS(=O)(=O)c1nc(S(=O)(=O)c2ccc(Cl)cc2)c(N2CCC(O)CC2)s1,-6,-5,i,i,i,i,i,i,i,i,3
O=C(Cc1ccc(-c2ccccc2)cc1)OCC(=O)N1CCCC1=O,-1,-9,i,i,i,i,i,i,i,i,5
O=C(O)CCCC(=O)N1CCN(c2nc(-c3ccccc3)c3ccccc3n2)CC1,8,-7,i,i,i,i,i,i,i,i,4
O=c1cc(CN2CCN(Cc3ccccc3)CC2)c2ccc(O)c(O)c2o1,-3,-1,i,i,i,i,i,i,i,i,-4
Nc1nc(-c2cccc(Br)c2)cs1,0,-8,i,i,i,i,i,i,i,i,1
CCCCNC(=O)c1onc(CSc2ccc(F)cc2)c1C(=O)NCCCC,1,-11,i,i,i,i,i,i,i,i,6
Cc1nccc(-c2sc(-c3cccs3)nc2C)n1,-3,-6,i,i,i,i,i,i,i,i,.
c1cnc2ccc(C(c3nnnn3C3CCCCC3)N3CCN4CCCC4C3)cc2c1 (centres undefined),3,-2,i,i,i,i,i,i,i,i,4
COc1ccc2[nH]c3c(c2c1)CCN1C(=O)N([C@@H](C)C(=O)NC2CCN(Cc4ccccc4)CC2)C(=O)[C@]31C,1,-9,i,i,i,i,i,i,i,i,-3
O=C(/C=C/c1ccco1)NCC1CCCO1 (centres undefined),7,-8,i,i,i,i,i,i,i,i,5
O=c1[nH]c2cc3c(cc2cc1C(c1nnnn1Cc1ccccc1)N1CCN2CCCC2C1)OCCO3 (centres undefined),-8,-10,i,i,i,i,i,i,i,i,3
O=C(NC1CCCc2ccccc21)C1CCN(S(=O)(=O)c2ccccc2)CC1 (centres undefined),-12,-11,i,i,i,i,i,i,i,i,.
O=C(NC(=S)Nc1cccc(Cl)c1N1CCCC1)c1ccc(-c2cccc([N+](=O)[O-])c2)o1,10,-7,i,i,i,i,i,i,i,i,4
Cc1ccc(S(=O)(=O)N(C)c2ccccc2C(=O)Nc2ccc3c(c2)OCCO3)cc1,11,-12,i,i,i,i,i,i,i,i,7
Cc1ccc(C(=O)N/C(=C\c2cn(C)c3ccccc23)C(=O)NCCCN2CCOCC2)cc1,-12,-10,i,i,i,i,i,i,i,i,-2
CC(C)CC(=O)Nc1ccc(N2CCN(S(C)(=O)=O)CC2)cc1,16,-6,i,i,i,i,i,i,i,i,-6
CCOC(=O)C1(Cc2ccccc2C)CCCN(Cc2ccc(NC(C)=O)cc2)C1 (centres undefined),-4,-9,i,i,i,-9*,i,i,i,i,3
Cn1cc(S(=O)(=O)Nc2ccc(F)c(Cl)c2)c(=O)n(C)c1=O,8,-5,i,i,i,i,i,i,i,i,2
C=CCNC(=S)N/N=C/c1ccc(-c2cc(Cl)ccc2Cl)o1,0,-6,i,i,i,i,i,i,i,i,8
NC(=O)c1nn(Cc2ccccc2)c(=O)c2ccccc12,-12,-10,i,i,i,i,i,i,i,i,0
CN1CC(=O)N(CC(=O)Nc2ccc(SC(F)F)cc2)C1=O,-1,-12,i,i,i,i,i,i,i,i,8
Cc1ccc2c(C(=O)CN3CCN(c4ccccc4)CC3)c(C)[nH]c2c1,-9,-4,i,i,i,i,i,i,i,i,-1
COc1ccc(C(=O)Nc2cc3c(cc2C(=O)O)OCCCO3)c(OC)c1,-14,-8,i,i,i,i,i,i,i,i,-3
CC1CCN(S(=O)(=O)c2cccc(C(=O)NCC3CCCO3)c2)CC1 (centres undefined),-12,-12,i,i,i,i,i,i,i,i,-3
Cc1cccc(CS(=O)(=O)Cc2ccc(C(=O)O)o2)c1,3,-5,i,i,i,i,i,i,i,i,-3
CC(Oc1ccccc1)C(=O)NC1CCN(Cc2ccccc2)CC1 (centres undefined),-1,-19,i,i,i,i,i,i,i,i,-4
CS(=O)(=O)CCC(C(=O)n1nnc2ccccc21)N1C(=O)c2ccccc2C1=O (centres undefined),6,-7,i,i,i,i,i,i,i,i,-5
COC(=O)c1cc(N=Nc2sc(N)nc2C)cc(C(=O)OC)c1,5,-11,i,i,i,i,i,i,i,i,10
O=C(CSc1nc2ccsc2c(=O)n1CC1CCC(C(=O)O)CC1)c1ccc(F)cc1 (centres undefined),1,-13,i,i,i,i,i,i,i,i,-2
CCOC(=O)c1ccc(Cl)c(S(=O)(=O)N2CCCC2)c1,-1,-5,i,i,i,i,i,i,i,i,-4
C=C1Cn2c(nnc2-c2ccc(Cl)cc2)S1,-1,-11,i,i,i,i,i,i,i,i,-13
CCOC(=O)CSc1nc2ccccc2c(=O)n1CC1COc2ccccc2O1 (centres undefined),0,-12,i,i,i,i,i,i,i,i,4
COc1ccc(CCNCC2C(Oc3ccc(Cl)cc3)C(=O)N2c2ccccc2C)cc1OC (centres undefined),-1,-13,i,i,-6.8*,i,i,i,i,i,1
CCc1c(C(=O)N/N=C/c2ccc(C)o2)csc1C,0,-15,i,i,i,i,i,i,i,i,-1
Cc1noc(C)c1S(=O)(=O)Nc1ccc(C(=O)N2CCN(c3ccc(Cl)cc3)CC2)cc1,-3,-6,i,i,i,i,i,i,i,i,-4
O=C(CCS(=O)(=O)c1ccc(Br)cc1)Nc1ccc2c(c1)OCO2,2,-9,i,i,i,.,i,i,i,i,1
Cc1ccc(C)c(NC(=O)c2ccccc2Sc2ccc([N+](=O)[O-])cc2Cl)c1,26,-4,i,i,-14*,i,i,i,i,i,-2
Cc1cccc(C)c1NC(=S)/N=C/N(C)C,1,-6,i,.,i,i,i,i,i,i,-10
COC(=O)c1ccccc1S(=O)c1snnc1C (centres undefined),0,-7,i,i,i,i,i,i,i,i,-1
CCN(CC)c1nc(Nc2ccccc2)nc(Oc2ccc(=O)n(C)n2)n1,-4,-8,i,i,i,i,i,i,i,i,-4
COc1ccccc1N(C(=O)c1snc(C(N)=O)c1N)C(C(=O)NC1CCCC1)c1ccco1 (centres undefined),-6,-11,i,i,i,i,6*,i,i,i,7
CCn1c(SCC(=O)N2CCCCC2C)nc2c1c(=O)n(C)c(=O)n2C (centres undefined),-20,-7,i,i,i,i,i,i,i,i,0
Cc1nc(CNC(=O)CC2C(=O)NCCN2Cc2ccc(F)cc2)cs1 (centres undefined),-3,-9,i,i,i,i,i,i,i,i,-8
COc1ccc(C(c2c(C)[nH][nH]c2=O)c2c(C)[nH][nH]c2=O)cc1Br,-1,-18,i,i,i,i,i,i,i,i,4
O=c1nc(SCc2ccccc2Cl)nc(-c2ccc(Cl)cc2)[nH]1,-18,-9,i,i,i,i,i,i,i,i,3
COc1cc(NC(=S)N2CCN(C(c3ccccc3)c3ccccc3)CC2)cc(OC)c1,-4,0,i,i,i,i,i,i,i,i,1
CCC(=O)Nc1ccc(Nc2nc(Cl)nc(Nc3ccc(NC(=O)CC)cc3)n2)cc1,2,-11,i,i,i,i,i,i,i,i,-2

# Another view of some results above:
# Each structure is followed by: Platelet DG rel	hERG protect	KCNQ1 act	PolyA inh	KCNK9 block	TRPC4 inh	KCNQ1 inh	TRPC4 PAM	KCNK3 block	TRPC4 agonist	DYRK1A inh
O=C(/C=C/c1ccco1)NCC1CCCO1 (centres undefined)
→ 7	-8	i	i	i	i	i	i	i	i	5
O=c1[nH]c2cc3c(cc2cc1C(c1nnnn1Cc1ccccc1)N1CCN2CCCC2C1)OCCO3 (centres undefined)
→ -8	-10	i	i	i	i	i	i	i	i	3
O=C(NC1CCCc2ccccc21)C1CCN(S(=O)(=O)c2ccccc2)CC1 (centres undefined)
→ -12	-11	i	i	i	i	i	i	i	i	.

# (cont.)
Compound,Platelet DG rel,hERG protect,KCNQ1 act,PolyA inh,KCNK9 block,TRPC4 inh,KCNQ1 inh,TRPC4 PAM,KCNK3 block,TRPC4 agonist,DYRK1A inh
O=C(O)/C=C/C(=O)N1CCN(c2ccc(F)cc2)CC1,18,-8,i,i,i,i,i,i,i,i,-2
COc1ccc(C(=O)NCCCc2nc3ccccc3n2Cc2cc(C)ccc2C)cc1OC,-1,-15,i,i,i,i,i,i,i,i,-5
O=C(CN1CCN(S(=O)(=O)c2ccc(F)cc2)CC1)Nc1ccc2c(c1)OCCO2,29,-11,i,i,i,i,i,i,i,i,0
COc1ccc(NS(=O)(=O)c2ccc(O)c(C(=O)OCC(=O)NC(C)C3CC4CCC3C4)c2)cc1 (centres undefined),-3,-9,i,i,i,i,i,i,i,i,.
COc1ccc2c(=O)c(C(=O)NCc3ccccc3)c[nH]c2c1,-14,-7,i,i,i,i,i,i,i,i,-2
CCC(C(=O)c1ccccc1)N(C(=O)c1ccccc1Cl)N1C(=O)C2C3C=CC(C3)C2C1=O (centres undefined),2,-11,i,.,i,i,i,i,i,i,-2
Cc1oc2c(c(C)cc3oc(=O)c(CC(=O)NCC(=O)NCC(=O)O)c(C)c32)c1C,-3,2,i,i,i,i,i,i,i,i,-1
CCc1ccc(NC2=NCC(=O)N2c2ccc3c(c2)OCCO3)cc1,6,-10,i,i,i,i,i,i,i,i,-26
COc1ccc(C2(C)NC(=O)N(CC(=O)NCc3ccccc3)C2=O)cc1OC (centres undefined),-10,-13,i,i,i,i,i,i,i,i,4
CCC(CC)c1nnc(NC(=O)Oc2ccccc2)s1,-5,-8,i,i,i,i,i,i,i,i,3
COc1ccc(NC(=O)c2cn(-c3ccccc3)nc2SC)cc1,9,-9,i,i,i,i,i,i,i,i,23
CN1CCN(S(=O)(=O)Cc2ccc(Cl)cc2)CC1,10,-6,i,i,i,i,i,i,i,i,-6

# Screens deposited in PubChem by several laboratories.

# This is a subset (hit frequency here may not be typical).
